PI4K2A block: inhibitors of human PI4K2A | Q9BTU6 | purified PI4K2A, ADP-Glo luminescence, 1 h; stronger effect = lower value | activity change, negative = inhibition, % at 76.9 µM | 420,000 compounds, 0.13% hits | AID 1346378; in the data active means activity change below about -50%; inconclusive means mostly about -30% to -49%;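 further: -100% = wells without enzyme as full effect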
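In this quantitative HTS, ADP production by PI4K2A was quantified luminescently after 1 h at ambient temperature; 100 microM adenosine served as plate-quality control.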
G9a inh: G9a (human) methyltransferase inhibition | 350,000 compounds, 8.8% hits | Q96KQ7 | Potency, µM (top dose mostly 102 µM), without a hit: at the top dose activity, negative = inhibition, actives largely listed as inhibitors | G9a H3K9 monomethylation, AlphaScreen, 2 h; further: potency means the concentration at half of the fitted maximal effect; on the % scale 0 is the no-effect control and ±100 the full control effect; nearly all actives have a fitted effect of over 75% in size
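AlphaScreen read-out: biotin-H3K9 peptide (500 nM) methylation by 20 nM enzyme with 20 uM SAM, 2 h at room temperature after 15 min compound preincubation; anti-monomethyl H3K9 antibody plus donor/acceptor beads, 10 min dark.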
Pol eta inh: DNA polymerase eta (human) inhibition; Q9Y253; 390,000 compounds, 1.2% hits; Potency, µM (highest dose often 114 µM), without a hit: top-dose activity change, negative = inhibition, actives largely listed as inhibitors; recombinant Pol eta, fluorescent DNA replication assay; AID 588591; further: potency means the concentration at half of the fitted maximal effect; on the % scale 0 is the no-effect control and ±100 the full control effect
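Pol eta at 10 nM preincubated with compounds 15 min at room temperature; reaction started with fluorescent substrate (50 nM final) and read kinetically at 0 and 10 min.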
BAZ2B inh: BAZ2B (human) inhibition; AlphaScreen BAZ2B-H3K14Ac peptide displacement; 360,000 compounds, 4.4% hits; Q9UIF8; Potency, µM (series often up to 114 µM), for the others: at the highest dose activity change, negative = inhibition, usual class: inhibitors; further: potency means the concentration at half of the fitted maximal effect; on the % scale 0 is the no-effect control and ±100 the full control effect; nearly all actives have a fitted effect of over 60% in size
Target sequence (Q9UIF8 whole entry, looked up): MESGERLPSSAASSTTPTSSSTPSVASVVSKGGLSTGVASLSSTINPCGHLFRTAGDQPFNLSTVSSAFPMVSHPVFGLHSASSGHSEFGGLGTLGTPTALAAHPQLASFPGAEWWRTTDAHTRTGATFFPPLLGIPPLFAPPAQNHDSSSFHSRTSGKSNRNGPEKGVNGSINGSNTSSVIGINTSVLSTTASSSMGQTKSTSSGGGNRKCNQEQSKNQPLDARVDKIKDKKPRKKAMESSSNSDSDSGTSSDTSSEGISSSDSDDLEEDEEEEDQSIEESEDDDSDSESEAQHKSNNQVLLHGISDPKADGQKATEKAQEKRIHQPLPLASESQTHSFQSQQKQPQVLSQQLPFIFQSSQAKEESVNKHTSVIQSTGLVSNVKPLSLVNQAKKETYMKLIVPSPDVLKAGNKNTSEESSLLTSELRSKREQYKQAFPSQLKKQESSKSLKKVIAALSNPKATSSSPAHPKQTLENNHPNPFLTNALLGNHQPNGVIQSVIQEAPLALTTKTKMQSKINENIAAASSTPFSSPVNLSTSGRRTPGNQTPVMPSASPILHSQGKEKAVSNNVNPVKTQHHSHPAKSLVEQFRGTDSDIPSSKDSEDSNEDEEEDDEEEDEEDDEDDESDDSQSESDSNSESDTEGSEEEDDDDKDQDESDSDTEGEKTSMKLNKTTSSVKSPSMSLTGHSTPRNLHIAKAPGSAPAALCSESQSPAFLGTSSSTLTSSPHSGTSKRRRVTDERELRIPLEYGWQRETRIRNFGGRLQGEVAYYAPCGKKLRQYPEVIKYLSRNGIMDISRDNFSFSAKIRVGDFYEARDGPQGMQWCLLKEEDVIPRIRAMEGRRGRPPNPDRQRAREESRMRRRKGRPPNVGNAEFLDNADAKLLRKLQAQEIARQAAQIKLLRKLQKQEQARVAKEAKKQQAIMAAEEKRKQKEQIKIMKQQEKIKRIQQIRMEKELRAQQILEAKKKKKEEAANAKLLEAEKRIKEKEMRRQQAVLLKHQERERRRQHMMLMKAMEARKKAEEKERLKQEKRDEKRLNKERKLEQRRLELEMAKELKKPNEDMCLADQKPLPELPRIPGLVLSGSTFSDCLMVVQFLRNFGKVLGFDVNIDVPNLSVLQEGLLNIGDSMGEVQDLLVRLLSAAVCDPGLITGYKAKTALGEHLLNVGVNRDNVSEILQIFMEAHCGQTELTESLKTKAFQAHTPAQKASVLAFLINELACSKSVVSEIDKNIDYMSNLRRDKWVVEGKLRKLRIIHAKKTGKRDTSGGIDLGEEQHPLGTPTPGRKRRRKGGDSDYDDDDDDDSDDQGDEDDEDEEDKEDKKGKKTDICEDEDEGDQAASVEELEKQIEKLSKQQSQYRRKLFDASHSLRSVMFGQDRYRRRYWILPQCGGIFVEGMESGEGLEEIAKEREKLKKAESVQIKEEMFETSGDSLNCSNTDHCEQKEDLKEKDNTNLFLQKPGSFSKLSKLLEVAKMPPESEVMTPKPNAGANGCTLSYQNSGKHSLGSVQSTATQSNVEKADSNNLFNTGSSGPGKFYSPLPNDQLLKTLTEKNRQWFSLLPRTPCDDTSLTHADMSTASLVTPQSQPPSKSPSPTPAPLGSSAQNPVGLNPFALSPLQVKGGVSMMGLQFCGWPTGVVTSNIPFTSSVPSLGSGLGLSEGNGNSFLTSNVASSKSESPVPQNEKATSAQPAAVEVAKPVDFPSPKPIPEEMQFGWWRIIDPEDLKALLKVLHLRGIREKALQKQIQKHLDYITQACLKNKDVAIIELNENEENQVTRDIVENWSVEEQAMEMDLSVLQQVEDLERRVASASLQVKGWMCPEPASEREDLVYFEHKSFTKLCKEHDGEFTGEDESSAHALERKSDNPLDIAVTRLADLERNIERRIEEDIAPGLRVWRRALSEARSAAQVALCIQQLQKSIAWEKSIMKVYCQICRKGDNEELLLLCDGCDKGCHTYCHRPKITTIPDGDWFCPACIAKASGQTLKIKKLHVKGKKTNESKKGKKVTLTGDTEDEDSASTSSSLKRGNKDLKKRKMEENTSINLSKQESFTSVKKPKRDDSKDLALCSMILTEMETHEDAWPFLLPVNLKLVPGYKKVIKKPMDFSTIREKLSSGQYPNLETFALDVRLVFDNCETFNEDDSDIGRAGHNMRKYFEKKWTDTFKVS
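Protein-peptide AlphaScreen: BAZ2B 50 nM, b-H3K14Ac 50 nM, 1x PBS pH 7.4 + 0.01% Tween-20. Preincubation 30 min RT; cpd 30 min RT (top 110 uM); beads 20 min RT, light-protected.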
HP1b chromo inh: blocks HP1-beta chromodomain binding to methylated histone tails | P83916 | AlphaScreen HP1-beta / biotin-H3K9me3 peptide binding | Potency, µM (doses to about 114 µM), for inactives: top-dose activity change, negative = inhibition, usual class: inhibitors | 390,000 compounds, 0.56% hits | AID 540317; further: potency means the concentration at half of the fitted maximal effect; nearly all actives have a fitted effect of over 70% in size; inactives centre near 23
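HP1-beta protein (50 nM final) preincubated 30 min at room temperature with biotinylated H3(1-18)K9me3 peptide (50 nM) in PBS pH 7.4, 0.01% Tween-20, then compound added for 30 min. AlphaScreen streptavidin donor/nickel chelate acceptor beads (10 ug/mL final), 30 min dark, luminescence read.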
Pin1 inhibitor: human Pin1 inhibition; Q13526; Pin1 FP peptide displacement, HiFluor488, 10 min; Potency, µM (highest dose often 115 µM), for the others: at the highest dose activity, negative = inhibition, usual class: inhibitors; 390,000 compounds, 0.009% hits; active means well fitted inhibition curve with a large enough effect in the polarisation, with a control signal flat, not every such curve was filed as active; inconclusive means small, poorly fitted or top-dose-only effect, or effect the other way, or a change in a side signal; inactive means no such curve, though single readings can be large or run the other way; the % refers to the polarisation; further: potency means the concentration at half of the fitted maximal effect; on the % scale 0 is the no-effect control and ±100 the full control effect
GLS inhibitor: glutaminase GLS (human) inhibition | O94925 | GLS enzymatic activity, qHTS titration | Potency, µM (top dose mostly 45.5 µM), without a hit: at the top dose activity change, negative = inhibition, most hits filed as inhibitors | 410,000 compounds, 0.21% hits | AID 624170; further: potency means the concentration at half of the fitted maximal effect; on the % scale 0 is the no-effect control and ±100 the full control effect
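Glutamate formation by hKGA was monitored fluorometrically using coupled glutamate oxidase, HRP and Amplex Red. Substrate was added as 1 mM L-glutamine solution; incubation was 30 min at RT after an initial read.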
JMJD2A Tudor inh: inhibitors of human JMJD2A Tudor domain | Potency, µM (series often up to 114 µM), inactives show top-dose activity change, negative = inhibition, actives largely listed as inhibitors | O75164 | 390,000 compounds, 4.4% hits | AlphaScreen JMJD2A-Tudor / H3K4me3 peptide binding | AID 504339; further: potency means the concentration at half of the fitted maximal effect; on the % scale 0 is the no-effect control and ±100 the full control effect; nearly all actives have a fitted effect of over 50% in size
Tb PGK inh: inhibitors of T. brucei phosphoglycerate kinase. P07378. PGK/GAPDH coupled, Kinase-Glo luminescence, 60 min. Potency, µM (highest dose often 57.5 µM), for inactives: top-dose activity change, negative = inhibition, actives largely listed as inhibitors. 380,000 compounds, 0.043% hits. AID 602233; further: potency means the concentration at half of the fitted maximal effect; on the % scale 0 is the no-effect control and ±100 the full control effect; nearly all actives have a fitted effect of over 60% in size
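Recombinant glycosomal PGK reaction used 1,3-bisphosphoglycerate generated in-well by GAPDH (100nM final) in 100mM TEA pH 7.6, 5mM MgCl2, 0.01% Tween-20. After 60 minutes at room temperature, ATP was read by Kinase-Glo Plus luminescence end-point.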
Starred values were filed as active, the others as inactive; i = inactive; ? = inconclusive; nt = not tested or not shown; & = joins results of further samples; [ ] = another dose, or the depositor's remark. Unless noted, the call rests on the fitted dose curve; in most records, active means well fitted curve in the direction sought with a large enough effect; inconclusive means small, poorly fitted or top-dose-only effect, or another doubt; inactive means no such curve, though single readings can be large; an effect the other way counts as inactive or inconclusive. These rows are one share of the data (hit frequency here may not be typical).

nr	mol	PI4K2A block	G9a inh	Pol eta inh	BAZ2B inh	HP1b chromo inh	Pin1 inhibitor	GLS inhibitor	JMJD2A Tudor inh	Tb PGK inh
1	C[C@H](Cc1ccccc1)Nc1ncnc2c1ncn2[C@@H]1O[C@H](CO)[C@@H](O)[C@H]1O	-6&0	?	-20%	-4%	28%	-1%	-11%	-3%	-5%
2	CC(C)(C)c1ccc(NC(=O)COC(=O)CCN2C(=O)c3cccc([N+](=O)[O-])c3C2=O)cc1	-1	15%[59 µM]	-8%	-1%	25%	-1%	-2%	-11%	4%
3	O=C(O)CCC(NC(=O)C1CCCN1C(=O)OCc1ccccc1)C(=O)O (stereo not given)	0	nt	-20%	7%	21%	-7%	0%	-15%	5%
4	O=C(C1CCN(S(=O)(=O)Cc2ccccc2)CC1)N1CCN(c2ccc(F)cc2)CC1	2	-48%[59 µM]	-4%	-19%	10%	-10%	-9%	-20%	i
5	C=CCn1c2ccccc2c2nnc(SC(CC)C(=O)Nc3sc4c(c3C#N)CCCC4)nc21 (stereo not given)	-3	17%[59 µM]	7%	-8%	44%[activator]	-1%	21%	-13%	-7%
6	Cc1ccc(OC(C)C(=O)Nc2ccncc2)cc1 (stereo not given)	-2	13%	-20%	-5%	29%	1%	5%	8%	i
7	COc1cccc2c1C(CO)N1C(C#N)C3CC(C(=O)O)C(C1C2)N3C (stereo not given)	3	4%	-17%	-2%	47%[activator]	-17%	-9%	-3%	-2%
8	Cc1ccc(-c2nc3ccccc3c(=O)n2NC(=S)N(C)C)cc1	-2	4µM*	-8%	7%	?	-1%	11%	-11%	i
9	CN(C1CCCCC1)S(=O)(=O)c1ccc2c(c1)c(=O)c(C(=O)NCCCN1CCCC1)cn2C	-1	8%	-12%	6%	38%[activator]	1%	9%	-15%	-1%
10	O=c1[nH]c2ccccc2cc1CN(Cc1ccco1)S(=O)(=O)c1ccc(F)cc1	0	-44%	-5%	-22%	41%[activator]	-3%	-13%	0%	1%
11	COc1ccc(N/C(=N\c2nc(C)cc(C)n2)NC(=O)C(C)C)cc1OC	-4	25%[59 µM]	-22%	5%	-7%	5%	-18%	-17%[11.4 µM]	-8%
12	O=C(N1CCN(S(=O)(=O)c2ccc(Cl)cc2)CC1)n1ccnc1	1	nt	2%	nt	26%	-9%	10%	-11%	-8%

Entries listed so far that bear a hit mark in G9a inh:
nr	mol	PI4K2A block	G9a inh	Pol eta inh	BAZ2B inh	HP1b chromo inh	Pin1 inhibitor	GLS inhibitor	JMJD2A Tudor inh	Tb PGK inh
8	Cc1ccc(-c2nc3ccccc3c(=O)n2NC(=S)N(C)C)cc1	-2	4µM*	-8%	7%	?	-1%	11%	-11%	i

(next part)
nr	mol	PI4K2A block	G9a inh	Pol eta inh	BAZ2B inh	HP1b chromo inh	Pin1 inhibitor	GLS inhibitor	JMJD2A Tudor inh	Tb PGK inh
13	Cc1cccc(CCNS(=O)(=O)c2ccc3c(c2)oc(=O)n3C)c1	1	30%[0.501 µM]	3%	-10%[57.1 µM]	12%	0%	nt	8%	7%
14	O=C(c1cc(S(=O)(=O)N2CCOCC2)c(Cl)cc1Cl)N1CCCC1	-3	-23%	-11%	-2%	46%[activator]	-1%	0%	-1%	5%
15	CCC(C)C(=O)Nc1ccc(S(=O)(=O)N2CCCC2)cc1 (stereo not given)	-13	38%	-4%	1%	56%[activator]	5%	2%	-14%	-1%
16	C=CCN1C(=O)c2ccccc2NC1c1cc(Br)cs1 (stereo not given)	2	-1%	-10%	11%	26%	-10%	-10%	-4%	i
17	COc1ccc(NC(=O)Cn2c([N+](=O)[O-])cnc2C)cc1Cl	5	11%	1%	0%	5%	-4%	0%	-2%	3%
18	COc1ccc(NC2CCCN(C(=O)CSc3ccccc3)C2)cc1 (stereo not given)	-1	35µM*	-19%	?	-14%	-8%	0%	?	2%
19	O=C(Oc1cncc(Cl)c1)c1ccco1	17	6%[59 µM]	1%	-1%	76%[activator]	0%	-6%	6%	-3%
20	CCc1nccn1S(=O)(=O)c1ccc(OC)c(C)c1C	-3	?	-7%	4%	31%	-2%	-3%	-11%	-8%
21	CC(C)c1nc2sc3c(c2c(=O)o1)CCCC3	-2	12%[59 µM]	-7%	3%	35%	-5%	-4%	17%	6%
22	CCOc1cccc(CNCc2ccc(C(=O)O)cc2)c1	2	3%[59 µM]	-17%	-35%	35%	-1%	-3%	-6%	4%
23	Cc1ccc(NC(=O)CCC(=O)OCc2ccc(Br)cc2)cc1	0	14%[59 µM]	-11%	-1%	17%	-5%	-23%	79µM*	-5%
24	CN(C)S(=O)(=O)c1ccc(C(=O)NNC(=O)C2COc3ccccc3O2)cc1 (stereo not given)	2	-4%	-6%	-13%	50%[activator]	-8%	1%	-11%	-2%

Next compounds follow.
nr	mol	PI4K2A block	G9a inh	Pol eta inh	BAZ2B inh	HP1b chromo inh	Pin1 inhibitor	GLS inhibitor	JMJD2A Tudor inh	Tb PGK inh
25	CC(C)(C)N(Cc1ccccc1)C(=O)COC(=O)c1ccc(N2CCCC2=O)cc1	-6	nt	-11%	nt	1%[57 µM]	-4%	-14%	-19%	-1%
26	COc1cc(SC)ccc1C(=O)Nc1c(Cl)cncc1Cl	3	-7%	9%	-9%	33%[activator]	-6%	-13%	-4%	-1%
27	CCOc1ccc(S(=O)(=O)Nc2ccccc2C(=O)N/N=C/c2c(OC)ccc3ccccc23)cc1	2	31%[59 µM]	-9%	-19%	25%	36%[activator]	15%	-25%	-5%
28	CCN(CC)C(=O)N1c2ccccc2C=Cc2ccccc21	12	24%	-20%	-5%	46%[activator]	-3%	7%	12%	i
29	O=C1OC(Nc2ccc(F)cc2F)c2ccccc21 (stereo not given)	-8	-30%	-10%	-9%	14%	6%	-12%	-15%[11.4 µM]	-6%
30	Cc1c(CCC(=O)O)c(=O)oc2c(C)c(OCc3ccccc3Cl)ccc12	1	?	-21%	71µM*	29%	-1%	?	-15%	-3%
31	c1ccc(-c2ccccc2OCCCCN2CCCCCC2)cc1	-2	7.9µM*	-18%	50µM*	-39%	-4%	16%	22µM*	-8%
32	Cc1ccc(S(=O)(=O)/N=C2/NC(=O)/C(=C\c3ccco3)S2)cc1	-4	40µM*	?	-13%	0%	-9%	33%[activator]	-31%	-7%
33	CN1C(=O)C2(SCC(=O)N2c2ccc(Cl)cc2)c2ccccc21 (stereo not given)	-2	-39%[59 µM]	-2%	2%	16%	-4%	-5%	0%	1%
34	CCn1nc(NC(=O)c2ccncc2)c2cc3cc(C)ccc3nc21	-2	8%[59 µM]	-19%	9%	0%	5%	-20%	-16%[11.4 µM]	i
35	CC1C=CCC2C(=O)N(c3cc(Cl)ccc3O)C(=O)C12 (stereo not given)	-2	?	2%	1%	22%	-1%	13%	-19%	-1%
36	CCN(CC)CCn1c2c(c(SCC(=O)Nc3cccc4ccccc34)nc1=O)CCCC2	3	13µM*	-2%	9%	12%	-2%	2%	-24%	1%

Next results
nr	mol	PI4K2A block	G9a inh	Pol eta inh	BAZ2B inh	HP1b chromo inh	Pin1 inhibitor	GLS inhibitor	JMJD2A Tudor inh	Tb PGK inh
37	COc1cccc(CN2CCN(C(=O)CCc3nnc(C4CCCCC4)o3)CC2=O)c1	0	43%[59 µM]	-15%	7%	77%[activator]	-2%	-7%	-6%	6%
38	O=C(N=C1SC2CS(=O)(=O)CC2N1Cc1ccccc1)C1CCCCC1 (stereo not given)	4	55%[activator]	-11%	-14%	36%	0%	-20%	-4%	-10%
39	Cn1cnnc1Sc1ccc(C(F)(F)F)cc1[N+](=O)[O-]	3	-4%	-13%	-4%	28%	1%	5%	2%	7%
40	CN(C(=O)c1cccc(NC(=O)Cc2ccc(NC(=O)C3CCN(C(=O)c4ccccc4)CC3)cc2)c1)C1CCCCC1	1	nt	-10%	nt	25%	2%	6%	-30%	6%
41	CCc1cccc(-n2c(SCC(=O)c3c(N)n(C4CC4)c(=O)[nH]c3=O)nnc2N2CCOCC2)c1	-6	nt	-17%	nt	27%	1%	-5%	-8%	i
42	COc1ccc(C2=C(C)C(=O)N(Cc3ccc(C(=O)NC(C)c4ccccc4)cc3)S2(=O)=O)cc1 (stereo not given)	-2	8%[59 µM]	nt	-16%	26%	35%[activator]	-1%	-1%	nt
43	Cc1nnc(SCc2cc(=O)[nH]c(/N=C(\N)Nc3ccccc3)n2)s1	-3	nt	-21%	16%	18%	-2%	4%	4%	-4%

Reformatted as labelled records: entries from further up.
[39] Cn1cnnc1Sc1ccc(C(F)(F)F)cc1[N+](=O)[O-]
  PI4K2A block: 3
  G9a inh: -4%
  Pol eta inh: -13%
  BAZ2B inh: -4%
  HP1b chromo inh: 28%
  Pin1 inhibitor: 1%
  GLS inhibitor: 5%
  JMJD2A Tudor inh: 2%
  Tb PGK inh: 7%

[40] CN(C(=O)c1cccc(NC(=O)Cc2ccc(NC(=O)C3CCN(C(=O)c4ccccc4)CC3)cc2)c1)C1CCCCC1
  PI4K2A block: 1
  G9a inh: nt
  Pol eta inh: -10%
  BAZ2B inh: nt
  HP1b chromo inh: 25%
  Pin1 inhibitor: 2%
  GLS inhibitor: 6%
  JMJD2A Tudor inh: -30%
  Tb PGK inh: 6%

Screens: PubChem, National Center for Advancing Translational Sciences (NCATS)
